# Screening results deposited in PubChem BioAssay by several laboratories.
# M4 PAM: potentiates acetylcholine response at human M4 receptor. activation, % at 3 µM. 360,000 compounds, 0.4% hits. CHO-K1 hM4/Gqi5, Fluo-8 calcium fluorescence, ACh EC20; 0% = ACh EC20, 100% = maximal ACh. AID 624126;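 active = activation above its plate's cutoff, the mean activation of sample wells plus 3 SD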; note: some results filed as inactive read as strong as hits
# Target sequence (P08173 whole entry, looked up): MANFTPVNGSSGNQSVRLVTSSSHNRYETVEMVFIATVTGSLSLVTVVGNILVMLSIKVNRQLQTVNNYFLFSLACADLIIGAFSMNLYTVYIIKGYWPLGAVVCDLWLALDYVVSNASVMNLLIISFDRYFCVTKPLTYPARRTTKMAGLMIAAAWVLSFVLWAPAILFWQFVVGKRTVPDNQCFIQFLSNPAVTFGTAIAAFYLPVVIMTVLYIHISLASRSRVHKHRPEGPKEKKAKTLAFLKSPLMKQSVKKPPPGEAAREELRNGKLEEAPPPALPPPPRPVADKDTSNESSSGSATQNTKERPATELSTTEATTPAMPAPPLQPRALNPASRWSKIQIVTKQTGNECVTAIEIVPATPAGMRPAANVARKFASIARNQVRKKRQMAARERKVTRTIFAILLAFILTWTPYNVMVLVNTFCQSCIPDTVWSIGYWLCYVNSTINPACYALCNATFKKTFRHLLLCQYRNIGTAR
# CRFBP-R2 block: CRF-BP/CRF-R2 complex antagonism; AID 588475; HEK293 CRF-R2/CRF-BP, CRF-induced calcium fluorescence; inhibition, % at 11.8 µM; 350,000 compounds, 0.59% hits;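 active = inhibition of the ligand-induced calcium signal above about 50% at the single tested concentration, limit read from the data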
# M5 ag: agonists of human muscarinic M5 receptor (CHRM5); P08912; CHO-K1 hM5 cells, Fluo-8 calcium fluorescence; 0% DMSO wells, 100% maximal acetylcholine response; activation, % at 3 µM; 360,000 compounds, 0.19% hits; AID 624037;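 active = activation above the run's mean over test compounds plus 3 SD, cut at about 23% in these data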;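 note: signal is peak over basal fluorescence ratio across the kinetic read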
# Target sequence (P08912 whole entry, looked up): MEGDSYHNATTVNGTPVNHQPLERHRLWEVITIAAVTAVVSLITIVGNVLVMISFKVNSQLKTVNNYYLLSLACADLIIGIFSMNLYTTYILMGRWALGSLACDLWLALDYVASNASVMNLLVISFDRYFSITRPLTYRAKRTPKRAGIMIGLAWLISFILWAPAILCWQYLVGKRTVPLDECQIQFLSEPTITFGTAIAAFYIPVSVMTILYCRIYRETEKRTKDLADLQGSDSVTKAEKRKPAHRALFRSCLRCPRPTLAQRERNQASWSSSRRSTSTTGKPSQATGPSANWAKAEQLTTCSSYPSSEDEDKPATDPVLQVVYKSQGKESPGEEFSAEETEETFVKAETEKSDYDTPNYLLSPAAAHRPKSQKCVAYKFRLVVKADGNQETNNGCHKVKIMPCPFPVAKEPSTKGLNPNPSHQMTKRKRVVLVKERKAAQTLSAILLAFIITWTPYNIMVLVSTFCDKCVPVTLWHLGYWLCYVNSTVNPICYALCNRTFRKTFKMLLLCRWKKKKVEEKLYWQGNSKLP
# CHRM5 PAM: CHRM5 positive allosteric modulation; P08912; activation, % at 3 µM; 360,000 compounds, 0.3% hits; CHO-K1 hM5, Fluo-8 calcium, ACh EC20 PAM; 0% = ACh EC20, 100% = ACh EC100;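 active = activation above the run cutoff, the mean activation of all test compounds plus 3 SD, cut at about 18% in these data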
#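 Replicates: One well per compound, no replicates | System: Human M5 receptor in CHO-K1 cells | Benchmarks: Low control EC20 acetylcholine (0%), high control EC100 acetylcholine (100%) | Probe or stimulus: Acetylcholine, EC20 level | Times: Fluo-8 loading 80 min at 37 °C plus 30 min room temperature | Signal: Intracellular calcium via Fluo-8 fluorescence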
# IDE inh: inhibitors of human insulin-degrading enzyme in cells | AID 434962 | HEK cells, FAbetaB cleavage, fluorescence polarization | 320,000 compounds, 0.41% hits | inhibition, % at 5.59 µM;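 active = percent inhibition above the average of all tested compounds plus 3 SD, set per screening campaign, cut at about 16% in these data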;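 note: IDE supplied by intact live HEK cells; FP after avidin binding of uncleaved biotin substrate so inhibition keeps polarization high; 0% = DMSO wells and 100% = 60 µM reference IDE inhibitor Ii1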
# CHRM4 agonist: CHRM4 agonism in calcium assay; P08173; CHO-K1 hM4/Gqi5, Fluo-8 calcium fluorescence; vehicle 0%, full acetylcholine response 100%; activation, % at 3 µM; 360,000 compounds, 0.14% hits;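 active = activation above the run mean over all test wells plus 3 SD, cut at about 32% in these data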;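 note: peak over basal fluorescence ratio per well then scaled between controls; 0% = DMSO wells and 100% = acetylcholine at EC100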
# CHRM5 antagonist: blocks acetylcholine activation of human M5 receptor. P08912. CHO-hM5 cells, Fluo-8 calcium fluorescence, ACh EC80. inhibition, % at 3 µM. 360,000 compounds, 0.59% hits;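 active = inhibition above a per-plate cutoff, the mean of that plate's test compounds plus 3 SD, cut at about 27% in these data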;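 note: 0% = acetylcholine EC80 with DMSO and 100% = DMSO without agonist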
# CHRM4 antagonist: antagonists of human muscarinic M4 receptor (CHRM4); P08173; CHO-hM4 cells, ACh EC80, Fluo-8 calcium fluorescence; inhibition, % at 3 µM; 360,000 compounds, 0.73% hits; AID 624125;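 active = inhibition above its plate's cutoff, the mean inhibition of sample wells plus 3 SD, cut at about 27% in these data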;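 note: 0% = acetylcholine EC80 with DMSO and 100% = DMSO without agonist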
# CRFBP-R2 agonist: agonists of human CRF-binding protein/CRF-R2 receptor complex. HEK293 CRF-R2/CRF-BP, calcium dye fluorescence (FLIPR); percent of saturating CRF peptide response. activation, % at 13.2 µM. 350,000 compounds, 0.46% hits. AID 588473;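 active = activation of at least 50%, plus an integration ratio under a set limit after plate pattern correction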;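 note: plate controls were neutral control wells without compound for no effect and CRF at EC100 for full effect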
# * hit, by the source's call; nt = no result given.
SMILES,M4 PAM,CRFBP-R2 block,M5 ag,CHRM5 PAM,IDE inh,CHRM4 agonist,CHRM5 antagonist,CHRM4 antagonist,CRFBP-R2 agonist
COc1ccc(/C=C2\SC(=O)N(CCC(=O)N(C)C3CCS(=O)(=O)C3)C2=O)cc1 (configuration not stated),0.7,7.3,1.4,0.8,9.7,2.1,-1.4,-4.3,-0.2
C/C=C/C1=CC(=O)C[C@H](c2ccc(OC)c(OC)c2)C1,0.1,7.4,2.4,1.2,3.1,1.9,-5.3,11.8,-1.5
CCCS(=O)(=O)Nc1c(C(=O)O)[nH]c2ccc(OC)cc12,-4.5,-13.2,-5.3,-3.1,9.2,0.8,12.1,2.4,1.8
CCOc1ccccc1NS(=O)(=O)c1csc(C(N)=O)c1,-1.5,-2.0,0.2,-7.8,-1.3,1.8,13.7,-1.3,0.8
COc1ccc(NC(=O)CSCC(=O)Nc2cccc(S(=O)(=O)N3CCCCCC3)c2)cc1,5.0,0.1,-0.9,-5.4,-1.4,10.1,9.4,2.0,-1.7
O=C(COC(=O)[C@@H]1CC(O)CN1S(=O)(=O)c1ccc2c(c1)OCCO2)Nc1cc(F)ccc1F (some centres not stated),7.8,1.6,1.4,2.7,-1.4,1.4,5.3,0.6,-0.7
O=c1[nH]c2cc3c(cc2cc1CN(Cc1ccc2c(c1)OCO2)Cc1nnnn1CC1CCCO1)OCO3 (configuration not stated),2.8,-1.9,1.0,3.6,2.2,0.5,-5.5,6.0,18.7
CC(C)OCCCn1c(=O)c2ccccc2n2c(CCC(=O)O)nnc12,4.2,-5.8,-2.6,-1.2,5.3,1.0,3.8,-7.3,-0.7
COC(c1ccccc1)c1nnc(CCC(=O)N(C)C(C2CC2)C2CC2)o1 (configuration not stated),-3.1,10.5,-2.3,1.0,7.5,0.6,-5.3,2.6,-2.5
CN(C)CC(O)CN(c1ccccc1)c1ccccc1 (configuration not stated),-4.4,4.9,-18.6,-7.6,-0.4,0.2,13.0,7.2,2.9
COc1cccc(-c2nc(CS(=O)(=O)CC(=O)N3CCc4ccccc4C3)c(C)o2)c1,2.1,-20.0,0.6,-3.1,0.9,5.8,-4.9,-6.4,-3.0
O=C(Nc1ccc2oc(-c3ccc4ccccc4c3)nc2c1)c1cccs1,-1.8,-9.5,-1.2,0.2,7.3,0.5,11.0,10.8,4.7
CCOC(=O)Cn1c(=O)oc2cc(S(=O)(=O)NCCC(C)C)ccc21,0.4,-7.8,1.9,-11.9,-0.8,2.4,6.8,-1.8,1.8
O=C(Nc1ncc2c(n1)-c1ccccc1OC2)c1ccc(Cl)cc1,-3.8,-8.5,-0.4,1.1,0.7,-0.6,-2.2,0.8,-0.1
NC(=O)CSc1nc(C23CC4CC(CC(C4)C2)C3)nc2ccccc12,5.5,-27.9,6.2,10.3,-0.8,-0.9,-14.5,-16.2,-1.9
C=CCC[C@@H](Cc1ccc(F)cc1)C(=O)OC[C@@H](Cc1c[nH]c2ccccc12)NC(=O)[C@@H](CC=C)CC(=O)N(CCO)Cc1ccccc1,-4.7,33.0,1.6,1.8,6.1,-0.4,-3.4,-1.7,-0.8
CSc1ccccc1NS(=O)(=O)c1ccc2c(c1)OCCO2,7.5,8.0,-5.2,1.7,0.2,1.9,-4.6,-0.8,-1.1
O=C(NCC(c1ccco1)N1CCc2ccccc2C1)c1ccc(Cl)c([N+](=O)[O-])c1 (configuration not stated),-7.9,22.4,-4.5,-22.7,-0.7,10.2,5.3,-0.9,-0.6
COc1ccccc1NC(=O)c1nnn(Cc2ccccc2)c1NC(C)=O,-1.6,-4.9,-0.1,2.9,12.6,0.5,-4.0,0.8,-0.2
Cc1[nH]n(-c2ccccc2)c(=O)c1N=Nc1cccc([N+](=O)[O-])c1,-1.5,-3.8,5.3,2.6,0.1,0.7,2.7,3.2,-0.4
Cc1ccc(NC(=O)COC(=O)Cc2ccsc2)cc1S(=O)(=O)N(C)C,7.0,10.7,-0.6,3.4,4.3,2.6,5.2,5.8,-2.8
O=C(OCCN=C1NS(=O)(=O)c2ccccc21)c1cccnc1,16.9,-34.9,-0.6,0.0,-0.9,1.9,5.0,9.1,21.7
CCNC(=O)C1(C)CCCN(C(=O)c2cc(C)n(C(C)(C)C)n2)C1 (configuration not stated),-2.9,nt,1.0,-6.6,nt,0.4,12.9,11.0,nt
CCC(C)[C@H](N)c1nnc(SCC(=O)Nc2ccc(C)cc2C)o1 (some centres not stated),3.1,0.9,-3.1,3.4,-2.3,0.6,-2.8,1.2,0.4
CC(C)(C)NC(=O)Cn1nnc(-c2ccccc2NC(=O)c2ccco2)n1,2.6,-5.2,1.1,-1.1,0.9,0.3,3.4,-3.6,0.9
CCCCCNC(=O)Cc1ccc(OC)cc1,-0.5,-4.7,0.1,3.4,-0.3,0.6,-3.6,1.2,2.2
COC(=O)c1ccccc1NC(=O)C1CCN(S(C)(=O)=O)CC1,5.3,19.6,4.4,1.0,-1.4,-0.2,-0.8,3.4,0.2
CCOC(=O)N1CCC(NS(=O)(=O)c2ccc3c(c2)C(C)(C)C(=O)N3C)CC1,5.8,27.9,-8.4,2.0,2.8,-0.4,1.4,-0.2,-1.1
Cc1ccc(S(=O)(=O)N(C)c2ccc(OC(=O)CN3C(=O)NC(C)(c4ccccc4)C3=O)cc2)cc1C (configuration not stated),-2.7,-0.2,-1.5,-20.0,nt,16.4,8.7,-4.9,8.2
Cc1ccc(C2CC(C(F)(F)F)n3ncc(C(N)=O)c3N2)cc1 (configuration not stated),0.9,6.4,-6.5,-1.1,-0.9,-0.7,-4.8,4.2,-0.8
S=C1SCCN1Cc1ccccc1,1.9,31.9,-5.5,-7.1,nt,0.2,15.9,-0.9,0.6
O=C(COC(=O)C1CC(=O)N(c2ccc3c(c2)OCCO3)C1)Nc1ccc2c(c1)CCC2 (configuration not stated),3.3,2.6,-1.4,-4.3,0.4,4.5,1.0,2.2,-0.1
Cc1ccccc1/C=C/C1=NCCN1,4.6,3.5,-0.4,0.0,0.0,1.2,-3.0,-18.1,-0.1
CCOC(=O)C1(Cc2cccc(F)c2)CCN(CC(O)CO)CC1 (configuration not stated),2.0,-8.6,-0.2,7.8,-1.0,-0.1,-1.9,1.1,4.8
Cc1cc(C)n(/N=C/c2cccs2)c(=O)c1C#N,-2.7,12.0,-0.6,-3.3,2.7,1.1,1.0,-3.0,1.1
O=C(NCCCN1CCCC1=O)c1ccc(S(=O)(=O)Nc2ccccc2F)cc1,1.2,13.9,-1.1,-0.9,-0.3,1.5,5.8,1.7,-1.6

# A few values from the entries so far:
# CRFBP-R2 agonist with Cc1cc(C)n(/N=C/c2cccs2)c(=O)c1C#N is entered as 1.1
# CHRM4 agonist with O=C(COC(=O)[C@@H]1CC(O)CN1S(=O)(=O)c1ccc2c(c1)OCCO2)Nc1cc(F)ccc1F (some centres not stated) is entered as 1.4
# IDE inh with CC(C)(C)NC(=O)Cn1nnc(-c2ccccc2NC(=O)c2ccco2)n1 is entered as 0.9
# CHRM5 antagonist with O=C(OCCN=C1NS(=O)(=O)c2ccccc21)c1cccnc1 is entered as 5.0

# (list continues)
SMILES,M4 PAM,CRFBP-R2 block,M5 ag,CHRM5 PAM,IDE inh,CHRM4 agonist,CHRM5 antagonist,CHRM4 antagonist,CRFBP-R2 agonist
O=C(N=Nc1c(O)[nH]c2ccccc12)c1cccc(S(=O)(=O)Nc2ccccc2Cl)c1,-1.8,-7.0,2.9,0.4,8.4,1.0,-8.2,-8.7,0.1
CCC(c1nnnn1CCOC)N1CCN(c2nc3ccccc3s2)CC1 (configuration not stated),6.7,-7.7,-0.7,-5.7,1.5,4.0,-2.0,-9.7,2.2
COc1ccc(-c2nn(-c3ccccc3)cc2C(=O)O)cc1OC,4.3,3.5,3.1,-4.2,-1.0,-0.5,0.4,-6.8,-1.8
COc1ccc(NC(=O)CCNC(=O)Cn2ccc3ccccc3c2=O)cc1OC,1.3,-1.3,-1.4,-0.3,-4.1,-0.2,4.2,5.0,0.0
O=C(CCCOc1ccccc1)N1CCN(c2ccccn2)CC1,7.2,5.8,1.2,-3.6,-3.2,3.5,-3.3,-9.4,-0.8
CN(C)N1C(N)=C(C#N)C(c2cccc([N+](=O)[O-])c2)C2=C1CC(C)(C)CC2=O (configuration not stated),1.9,-0.8,0.2,-2.1,nt,0.4,8.9,-3.4,-2.6
COc1ccc2[nH]c(C(=O)N/N=C/c3ccc(O)cc3O)cc2c1,3.0,-1.4,0.7,-1.4,nt,3.5,-1.5,-14.7,-0.4
Cc1cc(C)n2nc(C(=O)OCC(=O)N(Cc3ccccc3)C(C)C)nc2n1,6.3,12.7,-0.2,10.2,nt,2.1,-18.3,0.0,-0.6
CC(C)c1cccc(-c2csc(C(O)c3ccccc3)n2)c1 (configuration not stated),7.8,nt,-1.2,-4.2,nt,1.0,3.1,-6.7,nt
Cc1ccc(S(=O)(=O)N2[C@@H](c3ccc(F)cc3)C(C(=O)O)=CC[C@H]2c2cccc(Cl)c2)cc1,4.9,3.4,0.4,-8.6,3.9,-0.2,7.8,-3.2,4.7
C=CCn1c(SCc2ccccc2)nc2c1c(=O)[nH]c(=O)n2C,-1.4,1.4,-12.6,-6.0,3.3,-0.6,20.4,9.8,0.0
c1ccc(NNC2=NCCCCC2)cc1,-3.3,-17.8,-9.8,2.5,3.2,1.4,1.3,0.5,0.7
CCOC(=O)c1cc(OC(=O)c2ccccc2Br)n(-c2ccccc2)n1,-5.9,-1.3,-3.6,3.5,-1.2,5.3,-10.9,-12.9,-2.7
COC(=O)C1=C(C)Nc2nnnn2C1c1ccco1 (configuration not stated),-21.0,-14.8,-2.1,4.3,7.1,-0.4,-8.0,-10.3,-0.3
CC(C)=CCCC(C)CN1CCC(n2nccc2NC(=O)c2ccccc2)CC1 (configuration not stated),-15.9,-5.2,-8.3,-2.4,3.3,2.5,1.3,14.2,-0.1
CC1(Oc2cccnc2Cl)CCN(Cc2ccc(OC(F)(F)F)cc2)C1 (configuration not stated),5.2,nt,-3.7,-0.4,nt,0.2,1.4,-5.2,nt
COc1ccc(OC)c(C(=O)Cn2nnc(-c3ccc(N4CCOCC4)cc3)n2)c1,4.2,-8.1,2.4,5.2,-2.0,4.8,-4.8,-5.1,-1.4
COc1ccc(-n2ncc3c2CC(C)(C)CC3NC(=O)c2oc(C)cc2C)cc1 (configuration not stated),-0.1,12.7,-3.4,-1.8,1.7,0.8,4.8,-14.7,1.3
COc1ccc(NC(=O)C2Cc3c(-c4cccc(C(C)=O)c4)ccnc3O2)cc1 (configuration not stated),4.9,nt,0.5,-1.8,nt,4.0,1.0,-10.4,nt
Cc1ccnc(Nc2cccnc2)n1,-3.2,nt,-1.1,5.3,nt,0.6,-8.8,-0.5,nt
COc1ccc(CCNc2nnc(C)c(=O)[nH]2)cc1OC,8.7,14.1,3.1,3.6,-1.4,0.5,5.5,1.7,0.4

# Arranged by value in M4 PAM (falling): some entries from above.
mol	M4 PAM
COc1cccc(-c2nc(CS(=O)(=O)CC(=O)N3CCc4ccccc4C3)c(C)o2)c1	2.1
O=C(N=Nc1c(O)[nH]c2ccccc12)c1cccc(S(=O)(=O)Nc2ccccc2Cl)c1	-1.8
CCOC(=O)c1cc(OC(=O)c2ccccc2Br)n(-c2ccccc2)n1	-5.9

# Rows are unselected; overall some 2.9% were active at least once.
